Assay outcomes from PubChem.
PLC-gamma1 inh – blocks human PLC-gamma1 enzyme activity | P19174 | purified PLC-gamma1, fluorogenic substrate, fluorescence | inhibition, % at 12.2 µM | 370,000 compounds, 0.84% hits | AID 720700; in the data active = inhibition above about 9.5%
DAX1 inh-1 – DAX1 (NR0B1) inhibition, primary screen; AID 652010; inhibition, % at 6.8 µM; 370,000 compounds, 1.1% hits; HEK293T StAR-luciferase reporter, SF-1/DAX-1 repression relief;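 active = inhibition above the mean over all tested compounds plus 3 SD, cut at about 3.6% in these data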;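 also: 0% = DAX-1 cells with DMSO and 100% = cells lacking DAX-1 with DMSO; higher inhibition means more luminescence from relief of DAX-1 repression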
ssDAF-12 act – activates DAF-12 receptor from parasite S. stercoralis; HEK293 ssDAF-12/GRIP1 lit1-tk-luc reporter, luminescence; % of 3 µM dafachronic acid response; 370,000 compounds, 1% hits; activation, % at 6.8 µM;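 active = activation above the mean over all tested compounds plus 3 SD, cut at about 0.9% in these data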;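 also: 0% = DMSO-only wells and 100% = 3 µM delta7-dafachronic acid wells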
hgDAF-12 ag – activates the H. glycines DAF-12 receptor ligand-binding domain | HEK293 GAL4-hgDAF12 UAS-luciferase reporter, agonist luminescence; normalized to butyrate control | activation, % at 6.8 µM | 370,000 compounds, 1.8% hits;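 active = activation above a cutoff set at the mean of all screened compounds plus 3 SD, cut at about 10% in these data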;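 also: 0% = DMSO wells and 100% = sodium butyrate wells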
ADAM10 inh – ADAM10 inhibition, QFRET primary screen. inhibition, % at 7 µM. recombinant ADAM10, EDANS/DABCYL FRET peptide cleavage, 3 h. AID 720582. O14672. 370,000 compounds, 0.62% hits;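 active = inhibition above a per-campaign cutoff equal to the mean of compounds falling between control-based bounds plus 3 SD, cut at about 20% in these data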;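 also: 0% = DMSO wells while the 100% control is not disclosed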
Target sequence (O14672 214-748 limits assumed): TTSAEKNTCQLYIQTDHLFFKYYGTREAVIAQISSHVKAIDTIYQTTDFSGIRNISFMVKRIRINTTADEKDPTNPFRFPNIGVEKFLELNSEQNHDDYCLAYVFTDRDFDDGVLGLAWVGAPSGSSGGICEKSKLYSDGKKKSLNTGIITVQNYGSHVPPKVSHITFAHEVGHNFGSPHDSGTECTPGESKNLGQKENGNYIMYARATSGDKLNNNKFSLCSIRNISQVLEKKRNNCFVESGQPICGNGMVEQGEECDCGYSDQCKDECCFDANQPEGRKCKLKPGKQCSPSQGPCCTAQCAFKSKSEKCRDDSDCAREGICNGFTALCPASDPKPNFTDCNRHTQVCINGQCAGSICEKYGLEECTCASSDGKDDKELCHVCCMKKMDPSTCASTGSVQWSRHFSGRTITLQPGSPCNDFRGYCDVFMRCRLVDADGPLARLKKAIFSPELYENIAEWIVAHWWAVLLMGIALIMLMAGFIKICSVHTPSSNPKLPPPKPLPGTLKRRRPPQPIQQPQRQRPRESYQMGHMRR
DAX1 inh-2 – inhibitors of human orphan nuclear receptor DAX1 (NR0B1). 340,000 compounds, 0.99% hits. P51843. inhibition, % at 6.75 µM. HEK293 Gal4-DAX1 luciferase reporter, luminescence. AID 504766;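 active = inhibition above the mean over all tested compounds plus 3 SD, cut at about 4.2% in these data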;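 also: 0% = DAX1-transfected cells with DMSO and 100% = empty-vector control cells with DMSO; inhibition shows as a rise in luminescence from relieved DAX1 repression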
Target sequence (P51843 207-470 limits assumed): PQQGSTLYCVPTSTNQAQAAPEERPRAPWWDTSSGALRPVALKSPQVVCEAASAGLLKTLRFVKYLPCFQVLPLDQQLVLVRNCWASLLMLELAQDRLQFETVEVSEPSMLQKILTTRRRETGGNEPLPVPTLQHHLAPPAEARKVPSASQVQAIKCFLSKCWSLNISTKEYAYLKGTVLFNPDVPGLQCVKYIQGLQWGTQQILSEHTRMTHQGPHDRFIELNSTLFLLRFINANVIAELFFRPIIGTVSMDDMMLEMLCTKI
hcDAF-12 act – activates DAF-12 receptor from parasite H. contortus; 370,000 compounds, 1.4% hits; AID 652067; activation, % at 6.8 µM; HEK293 hcDAF-12 lit1-tk-luc reporter, luminescence; 0% DMSO, 100% Δ7-dafachronic acid;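 active = activation above the mean of all tested compounds plus 3 SD, cut at about 5.5% in these data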;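 also: 100% = response to 3 µM Δ7-dafachronic acid high control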
ADAM17 inh – inhibits human ADAM17; AID 720648; 370,000 compounds, 0.83% hits; recombinant ADAM17, EDANS/DABCYL FRET peptide cleavage; inhibition, % at 6.95 µM;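 active = inhibition above the mean of compounds lying between control limits plus 3 SD, set per campaign, cut at about 8.5% in these data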;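 also: 0% = DMSO-only wells as the low control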
PLCb3 inh – blocks human PLC-beta3 enzyme activity; Q01970; Purified PLC-beta3, fluorogenic substrate, fluorescence; 370,000 compounds, 0.18% hits; inhibition, % at 12.2 µM; in the data active = inhibition above about 11%;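 also: 0% = median of compound wells on plate and 100% = full blocker control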
GAA850 FXN act – increases GAA850 frataxin promoter reporter activity | HEK293 lucGAA850 FXN promoter luciferase reporter, 24 h; percent of 10 µM SAHA response | AID 540364 | activation, % at 6 µM | 360,000 compounds, 0.56% hits;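 active = activation above the average of all compounds screened plus 3 SD, cutoff fixed separately per campaign, cut at about 7.5% in these data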;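 also: 0% = DMSO wells and 100% = 10 µM SAHA wells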
HGIII-sPLA2 inh – Blocks human group III sPLA2 activity; 370,000 compounds, 0.56% hits; inhibition, % at 12.2 µM; QFRET BODIPY PC-A2 liposome hydrolysis, fluorescence; Q9NZ20; AID 743126;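 active = inhibition above mean plus 3 SD of compounds lying within the high and low control bounds, cut at about 19% in these data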;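 also: 0% = median of test compound wells and 100% = no enzyme DMSO wells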
Numbers without * were called inactive; i = inactive; nt = no result given; & = joins results of further samples.

SMILES	PLC-gamma1 inh	DAX1 inh-1	ssDAF-12 act	hgDAF-12 ag	ADAM10 inh	DAX1 inh-2	hcDAF-12 act	ADAM17 inh	PLCb3 inh	GAA850 FXN act	HGIII-sPLA2 inh
CCOc1ccccc1CNC(=O)c1nn(CC)cc1[N+](=O)[O-]	6.8	0.9	-1.7	-1.1	-3.3	-0.2	-0.9	0.3	-1.3	1.3	2.2
COC(=O)Nc1nc(-c2ccccc2)c(C(=O)c2ccc(Cl)cc2)s1	-2.4	-1.2	-0.9	1.3	-4.1	-1.0	-2.0	-2.9	-2.8	-1.7	-7.4
COc1cc(N)c(Cl)cc1C(=O)OCC(=O)N1CCCCCC1	-1.1	-1.0	-0.9	0.9	-11.5	0.3	-0.3	-7.8	-7.5	3.5	15.2
COc1ccc(OC)c(NC(=O)C2(C)CCN2C(=O)CCC2CCCC2)c1 (stereo not given)	-0.2	-0.3	-1.4	-0.3	-11.9	nt	-2.6	-1.4	-0.5	-0.9	0.9
CCCCC(=O)N(C)c1c(CC)nc2c(OCC(=O)c3ccc(Cl)cc3Cl)cccn12	-43.1	-0.2	-1.9	-1.8	-60.8	nt	-1.4	-13.2	-49.8	1.9	-57.0
O=C(Oc1ccc(N2C(=O)C3C4CCC(C4)C3C2=O)cc1)c1ccco1 (stereo not given)	0.6	-2.2	-1.2	0.2	-5.2	-0.4	-0.2	-2.5	-3.4	4.8	0.2
OCC1CCCN(C(=S)Nc2ccc(OC(F)F)cc2)C1 (stereo not given)	7.3	1.0	-0.5	3.7	7.3	0.7	10.7*	4.8	9.3	1.9	9.2
Cc1nc2ccc(Cl)cc2c(-c2ccccc2)c1CC(=O)O	0.2	0.1	-1.6	-2.3	4.2	0.9	-0.8	-2.8	-1.2	0.3	17.0
CC(=O)NCCNC(=O)C1CCCCN1S(=O)(=O)c1ccccc1 (stereo not given)	-10.9	0.1	-1.4	1.8	3.0	0.6	-1.0	-6.3	-1.4	1.1	8.8
O=C1C(=Cc2ccc(F)cc2)CCc2ccccc21	8.8	9.5*	0.7	22.5*	1.9	nt	7.9*	6.7	10.3	nt	-1.0
O=C1OCCN1C(=O)[C@H]1[C@H](c2ccc(Cl)cc2)C(c2ccccc2)=NN1c1ccc(Br)cc1	i	-0.8	-1.2	2.3	i	-0.1	-1.0	-242.6	i	0.5	-21.1
CNC(=O)C1Cc2ccccc2CN1S(=O)(=O)c1ccc(OC)c(OC)c1 (stereo not given)	1.9	0.5	-1.2	0.5	-5.1	1.6	-0.2	0.2	-4.1	0.0	1.6
CCOC(=O)N1CCN(S(=O)(=O)c2cn(C)c(=O)n(C)c2=O)CC1	2.3	0.5	-0.8	-1.0	-6.1	0.1	0.5	-4.3	-8.9	0.8	7.8
C[C@@H]1CN([C@@H](C)CO)C(=O)Cc2cc(NC(=O)C3CCCCC3)ccc2O[C@H]1CN(C)S(=O)(=O)c1ccccc1	9.5	-0.1	-1.3	-3.8	-9.7	1.6	-1.4	-0.5	2.3	1.2	-22.6
O=C(COC(=O)CCN=C1NS(=O)(=O)c2ccccc21)NC1CCCCCCC1	4.8	-0.6	-1.0	0.5	5.3	1.5	2.5	-0.5	6.1	2.7	-3.5
CCOC(=O)c1ccc(S(=O)(=O)N2CCN(C(C)=O)CC2)cc1	0.3	-1.6	-2.0	-2.0	-1.4	0.1	-1.7	-0.1	-0.8	-1.2	-2.0
O=C(CCS(=O)(=O)c1ccccc1)N(CCCN1CCOCC1)c1nc2c(F)cccc2s1	-3.3	0.6	-1.1	2.2	6.9	-0.6	0.6	1.9	0.4	4.8	-1.6
O[C@H]1C[C@H](c2ccc(Cl)cc2)N(CC2CCCCC2)C[C@@H]1n1cc(-c2ccc(F)cc2)nn1	1.8	0.2	-0.6	1.2	0.9	0.4	-0.5	-1.4	3.1	0.6	5.2
COc1ccc(NC(=O)CSc2nnc3n2CCCCC3)cc1S(=O)(=O)N(C)C	3.6	-0.8	-0.3	0.2	-2.5	1.5	-1.1	0.1	5.5	-1.0	2.0
COc1ccc2[nH]c(=O)c(CN(CC3CCCO3)C(=O)Nc3ccc(F)cc3)cc2c1 (stereo not given)	-2.7	0.3	-0.2	-0.6	-20.0	0.5	0.0	-12.7	-1.2	-2.3	4.1
CC(/C=N/NC(=O)c1cccs1)=C\c1ccccc1	-5.6	7.0*	1.4*	16.3*	-12.7	1.5	6.8*	0.3	-9.2	4.5	-7.2
CCCn1c(=O)c(C(=O)NCc2ccc3c(c2)OCO3)c(O)c2ccccc21	2.8	0.5	-2.0	0.3	1.1	0.0	-1.6	-1.2	-8.5	0.5	12.6
O=C(Cn1nc(-c2ccccc2)ccc1=O)NCc1ccc2c(c1)OCO2	2.1	-0.6	-1.9	-2.4	0.6	0.4	-0.6	-1.6	3.0	-0.9	-4.0
c1csc(CNc2ncnc3ccc(-c4ccc5c(c4)OCO5)cc23)c1	-8.5&-103.8&-121.2	-0.5	-1.8&-1.3&-1.0	0.1&0.8&-0.8	-57.0&-188.2	1.9	2.2&3.0&1.2	-13.2&-92.1&-107.8	-19.6&-151.6&-195.2	0.1	9.2&-6.5&-14.2
CCCC1CCC2(CCCN2CCOC(=O)Nc2ccccc2OC)CC1 (stereo not given)	-0.6	nt	-1.7	0.1	0.3	nt	-0.8	-1.0	-2.4	nt	-17.4
COc1ccccc1C1CCN(Cc2c(C)[nH]c3ccccc23)CC1	2.0	0.2	-0.4	0.3	2.0	-0.8	1.0	-0.3	-6.6	-2.8	-17.2
Nn1c(Cc2cccc3ccccc23)nnc1SCCOc1ccc(F)cc1	1.5	0.3	-1.2	-1.8	19.4	-0.1	-2.0	4.3	4.7	-2.3	-23.1
COc1ccc(S(=O)(=O)N(C)CC(=O)Nc2ccc3c(c2)OCO3)cc1	-0.4	-0.1	-0.7	-0.4	5.1	0.4	-2.6	-0.1	-0.5	0.1	7.8
COc1ccccc1C(=O)NCCC(=O)NCC1COc2ccccc2O1 (stereo not given)	-1.0	1.4	-0.5	-1.1	-3.2	0.8	-2.8	1.7	-3.2	2.4	0.5
Cc1nnc(SCC(=O)NC(=O)NCCC(C)C)s1	2.2	0.0	-1.5	2.2	4.4	nt	-0.8	-2.0	3.0	1.9	-10.5
O=c1[nH]c2ccccc2nc1Cc1ccccc1	-20.9	0.4	-1.6	-2.1	-72.4	-0.6	1.8	-18.1	-26.7	0.0	2.0
CN(C)CC/C=C1/c2ccccc2Sc2ccc(Cl)cc21	4.3&-0.4	-0.4&-0.3	-1.5&-1.2	-1.2&7.9	-2.7&0.4	0.4	-1.9&-1.4	-3.3&-2.1	0.9&-4.0	-0.8&2.6	-6.0&-20.1
CC(=O)c1ccc(NC(=O)C(C)n2c3ccccc3c3nc(=O)cc(C)n32)cc1 (stereo not given)	-1.5	0.6	-1.1	-1.4	0.8	-0.1	-1.4	-4.6	-6.1	0.5	1.8
Cc1c(C(=O)N2CCCCCC2)c(S(=O)(=O)Nc2ccccc2F)c(C)n1C	0.4	-1.4	-1.0	0.7	-1.6	-0.6	-0.8	0.0	-5.4	1.1	10.2
CC1CCCCN1C(=O)C(=O)c1cn(CC(=O)N2CCCC2)c2ccccc12 (stereo not given)	0.3	-1.3	0.0	0.0	-0.9	0.8	2.2	-2.8	-5.2	2.8	4.1
CCN(CC)C(=O)CSc1nnc(C2CCCCC2)o1	1.7	0.1	-0.7	1.7	-0.4	-0.9	-0.6	-2.0	1.2	0.2	-0.8
COCC1CCN(C(=O)C2CCC(=O)N(CCc3ccc(Cl)cc3)C2)CC1 (stereo not given)	0.0	-0.3	-0.6	-0.2	4.7	-0.6	0.6	1.1	-2.1	-1.4	-1.0
O=C1Nc2cc(C(F)(F)F)ccc2N2CCCCC12 (stereo not given)	-3.9	-0.6	-0.6	-2.0	-16.4	0.1	-0.6	-3.6	-14.9	-1.7	1.6
COc1cc(/C=N/NC(=O)CCN2CCN(c3ccccc3)CC2)cc(OC)c1OC	-1.7	-0.2	-1.6	4.9	-7.5	-0.2	-1.1	1.2	0.9	-2.0	5.8
O=C(NCc1cccnc1)c1cccc2c1C(=O)N(Cc1cccnc1)C2	0.5	0.6	-1.1	1.2	-5.0	-1.2	-3.1	-4.1	-1.0	-0.2	-7.6
O=C1COc2ccc(C(=O)COC(=O)c3ccccc3Cl)cc2N1	1.6	0.8	-1.1	0.9	-11.6	-0.6	-0.7	-5.1	-1.6	2.2	1.4
Cc1ccc(/C=C/C(=O)OCC(=O)Nc2ccccc2Sc2ccccc2)cc1	3.6	-0.1	-0.4	-0.9	2.5	0.1	-0.3	2.2	4.2	0.6	2.8
Cc1ccc(NC(=S)Nc2ccc(Cl)c(Cl)c2)c(OC(F)F)c1	2.1	-0.7	0.3	5.5	1.6	-0.4	0.1	1.8	3.8	-0.5	-0.1
Cc1ccc(NC(=O)Nc2cnccn2)cc1	6.0	4.3*	-0.1	7.8	-14.4	1.7	-0.3	-2.7	0.2	4.1	-0.3
COc1ccc(CN(C)C(=O)[C@H](Cc2ccccc2)NC(=O)c2ccco2)c(OC)c1	0.2	-1.5	-0.4	-0.4	-6.7	-1.2	-2.1	-5.9	-5.6	-0.8	9.6
CC(C)C(=O)NC(=S)Nc1nnn(C)n1	1.2	-0.1	-1.2	0.0	2.0	0.8	1.2	0.5	0.8	3.0	-1.4
COc1cccc(-c2cc(C(F)(F)F)n3nc(C(=O)N4CCCCC4c4cccnc4)cc3n2)c1 (stereo not given)	-21.0	0.7	-2.0	-4.1	3.6	0.5	-1.7	-4.7	-37.2	0.5	-0.5
CC1=Nc2nc(N3CCCCC3)c(C#N)c3c4c(nc(c23)N1)N(c1ccc(C(C)C)cc1)C(=O)C4	-60.6	0.2	-1.1	-0.7	-51.1	-0.9	-1.8	-13.6	-77.8	2.0	-7.6
CN1CCN(S(=O)(=O)c2ccc(NCc3ccc4c(c3)OCO4)nc2)CC1	-2.4	0.3	-0.2	3.3	8.9	3.9	-0.9	-2.0	-9.6	0.0	-7.8
Cn1ccnc1CN1CCCCC1C(=O)Nc1ccc(Oc2cccnc2)cc1 (stereo not given)	3.7	-3.1	-0.1	4.3	1.3	-1.4	1.8	-0.5	-2.4	-5.3	5.0
O=C(Nc1ccc(Cl)cc1)[C@@H]1[C@@H]2C(=O)N(c3ccc(Cl)cc3)C(=O)[C@@H]2[C@H]2C=CC=NN21	-33.1	0.3	0.4	3.0	-18.1	0.5	1.6	-1.4	-33.9	-1.8	-6.1
O=C(c1ccc2nccnc2c1)N1CCN(c2ccccc2)CC1	9.4	0.4	-0.9	1.2	2.0	0.4	1.1	0.7	0.4	1.7	-2.9
O=C1CC(N2CCN(S(=O)(=O)c3ccc([N+](=O)[O-])cc3)CC2)C(=O)N1c1ccccc1F (stereo not given)	2.5	-0.5	-1.3	-0.3	-1.3	-0.8	0.1	4.0	-2.7	-0.3	-11.1
